NSD2 block: inhibitors of human NSD2, primary screen, biochemical, plate reader, single point; AID 624260, 2012; inhibition, % at 12.5 µM; NSD2-SET H3K36me1 DELFIA fluorescence; 0.07% of 44,000 active; in the data active = inhibition above about 54%, passing the limit was not always enough;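 note: inhibitors reduce the monomethyl H3K36 fluorescence signal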
Target sequence (O96028 whole entry, looked up): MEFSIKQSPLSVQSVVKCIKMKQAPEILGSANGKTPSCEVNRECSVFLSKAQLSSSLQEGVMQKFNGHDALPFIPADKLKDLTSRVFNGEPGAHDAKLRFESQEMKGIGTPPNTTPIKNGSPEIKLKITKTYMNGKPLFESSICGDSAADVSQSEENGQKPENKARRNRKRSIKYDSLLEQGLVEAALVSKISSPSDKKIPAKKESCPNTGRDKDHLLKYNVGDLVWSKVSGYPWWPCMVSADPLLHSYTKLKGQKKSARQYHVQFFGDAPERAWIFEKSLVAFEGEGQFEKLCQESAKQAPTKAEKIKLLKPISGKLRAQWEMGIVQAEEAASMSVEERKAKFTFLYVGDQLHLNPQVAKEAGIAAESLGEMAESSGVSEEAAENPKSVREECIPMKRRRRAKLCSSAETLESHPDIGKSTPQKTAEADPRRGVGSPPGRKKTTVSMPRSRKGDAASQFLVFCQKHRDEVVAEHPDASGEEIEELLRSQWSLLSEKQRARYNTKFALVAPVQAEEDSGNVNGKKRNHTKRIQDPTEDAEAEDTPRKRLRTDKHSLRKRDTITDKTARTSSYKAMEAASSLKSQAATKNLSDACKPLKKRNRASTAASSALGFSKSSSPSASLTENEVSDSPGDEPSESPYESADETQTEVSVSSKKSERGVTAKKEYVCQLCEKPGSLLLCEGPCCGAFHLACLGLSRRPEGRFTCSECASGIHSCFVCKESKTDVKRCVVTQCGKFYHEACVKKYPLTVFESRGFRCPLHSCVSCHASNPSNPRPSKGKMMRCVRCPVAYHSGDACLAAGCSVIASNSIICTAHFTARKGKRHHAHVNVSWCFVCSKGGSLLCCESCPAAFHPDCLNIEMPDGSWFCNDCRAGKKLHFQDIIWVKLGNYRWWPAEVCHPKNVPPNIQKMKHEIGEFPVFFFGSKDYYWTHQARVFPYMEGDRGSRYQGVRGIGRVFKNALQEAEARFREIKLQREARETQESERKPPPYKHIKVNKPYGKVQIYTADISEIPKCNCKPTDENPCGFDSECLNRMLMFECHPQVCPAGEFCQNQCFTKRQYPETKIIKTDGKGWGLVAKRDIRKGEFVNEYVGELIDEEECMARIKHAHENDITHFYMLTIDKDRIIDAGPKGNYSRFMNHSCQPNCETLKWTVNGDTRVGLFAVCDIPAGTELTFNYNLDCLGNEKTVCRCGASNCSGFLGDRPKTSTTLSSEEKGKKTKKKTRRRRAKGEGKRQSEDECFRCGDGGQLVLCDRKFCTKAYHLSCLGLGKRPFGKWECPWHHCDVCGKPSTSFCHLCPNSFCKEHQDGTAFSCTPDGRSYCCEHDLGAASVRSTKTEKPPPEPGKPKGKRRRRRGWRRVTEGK
The depositor's hits bear a star; i = inactive. Only part of the results is shown. The share of hits here may be higher or lower than overall.

The first 2 entries, ahead of the listing:
item	NSD2 block	mol
1	-3.5	C/C=C/c1cnc2c(c1)C(=O)N([C@@H](C)CO)C[C@@H](C)[C@H](CN(C)C(=O)Cc1ccccc1)O2
2	-3.1	C[C@H]1CCCCO[C@H](CN(C)CC2CCCCC2)[C@@H](C)CN([C@@H](C)CO)C(=O)c2cc(NC(=O)Cc3ccccc3)ccc2O1

This part in full, from the start:
item	NSD2 block	mol
1	-3.5	C/C=C/c1cnc2c(c1)C(=O)N([C@@H](C)CO)C[C@@H](C)[C@H](CN(C)C(=O)Cc1ccccc1)O2
2	-3.1	C[C@H]1CCCCO[C@H](CN(C)CC2CCCCC2)[C@@H](C)CN([C@@H](C)CO)C(=O)c2cc(NC(=O)Cc3ccccc3)ccc2O1
3	-4.9	O=C(CCCCCCC(=O)Nc1ccccc1O)N/N=C/c1cccc(C(=O)O)c1
4	-1.7	C[C@H]1CN([C@@H](C)CO)C(=O)Cc2cc(NC(=O)CCCCCC(=O)Nc3ccccc3N)ccc2O[C@@H]1CN(C)S(=O)(=O)c1cn(C)cn1
5	1.9	COc1ccccc1-c1ccc2c(c1)O[C@H](CN(C)S(=O)(=O)c1ccc(F)cc1)[C@@H](C)CN([C@@H](C)CO)S2(=O)=O
6	2.5	C[C@@H]1CN([C@H](C)CO)C(=O)CCCn2cc(nn2)CO[C@@H]1CN(C)S(=O)(=O)c1ccc(F)cc1
7	-0.2	C[C@@H]1CN([C@@H](C)CO)C(=O)c2cc(C#C[C@@H](C)O)cnc2O[C@@H]1CN(C)C(=O)Nc1ccc(F)cc1
8	2.6	C[C@H](CO)N1C[C@H](C)[C@@H](CN(C)C(=O)Nc2ccc(C(F)(F)F)cc2)Oc2ccc(NC(=O)CCC(F)(F)F)cc2CC1=O
9	1.1	CCC(C)C(O)C(C)(O)/C=C/C1=CC2=C(Cl)C(=O)C(C)(O)C(O)C2=CO1 (stereo not drawn)
10	4.8	COc1ccc(NC(=O)Nc2cccc3c2O[C@H](CN(C)C(=O)NC(C)C)[C@H](C)CN([C@H](C)CO)C3=O)cc1
11	-2.9	C[C@H](CO)N1C[C@H](C)[C@H](CN(C)Cc2ccc(-c3ccccc3)cc2)Oc2c(NS(=O)(=O)c3cccs3)cccc2C1=O
12	-4.1	COCCNC(=O)C[C@@H]1C[C@@H]2c3cc(NC(=O)CC4CC4)ccc3O[C@@H]2[C@@H](CO)O1
13	-5.9	C[C@@H]1CN([C@H](C)CO)C(=O)c2cc(NC(=O)Nc3ccc(C(F)(F)F)cc3)ccc2O[C@@H]1CN(C)S(C)(=O)=O
14	24.8	C[C@H](CO)N1C[C@H](C)[C@@H](CN(C)C)Oc2ccc(NS(=O)(=O)c3cn(C)cn3)cc2CC1=O
15	15.3	C[C@@H]1CN([C@H](C)CO)C(=O)c2cc(-c3ccc(F)cc3)cnc2O[C@@H]1CN(C)Cc1ccccn1
16	1.7	COCCNC(=O)C[C@@H]1C=C[C@@H](NC(=O)NC2CCCCC2)[C@H](CO)O1
17	4.0	CC(N=C(NC#N)Nc1ccncc1)C(C)(C)C (stereo not drawn)
18	-3.1	C[C@@H]1CN([C@H](C)CO)C(=O)c2cc(NC(=O)Nc3ccccc3)ccc2O[C@H]1CN(C)C(=O)Nc1ccccc1
19	-3.6	C[C@H]1CN([C@@H](C)CO)C(=O)c2c(c3ccccc3n2C)-c2ccccc2CO[C@H]1CN(C)S(=O)(=O)c1ccc(F)cc1
20	-6.5	O=C(O)CCCCCCC(=O)N/N=C/c1cccnc1
21	-3.1	C[C@@H]1CN([C@@H](C)CO)C(=O)c2cc(NC(=O)Nc3ccccc3)ccc2O[C@@H](C)CCCCO[C@@H]1CN(C)Cc1ccc(C(F)(F)F)cc1
22	15.4	COc1ccc(CN(C)C[C@@H]2Oc3c(NS(=O)(=O)c4ccc(C)cc4)cccc3C(=O)N([C@H](C)CO)C[C@@H]2C)cc1
23	0.0	O=C(O)CCCCCC(=O)N/N=C/CCC1CCCCC1
24	2.6	C[C@H](CO)N1C[C@H](C)[C@@H](CN(C)C)OCCCC[C@H](C)Oc2ccc(NC(=O)Nc3ccc(F)cc3)cc2C1=O
25	0.8	C[C@H]1CCCCO[C@H](CN(C)S(C)(=O)=O)[C@@H](C)CN([C@@H](C)CO)C(=O)c2cc(NC(=O)NC3CCCCC3)ccc2O1

Following part.
item	NSD2 block	mol
26	2.6	C[C@H]1CN([C@@H](C)CO)C(=O)c2cc(NC(=O)Nc3ccccc3)ccc2O[C@@H]1CN(C)C(=O)Nc1ccc(C(F)(F)F)cc1
27	-0.5	COc1ccc([Si](C)(C)[C@@H]2[C@@H](CCO)O[C@]3(C(=O)N(Cc4ccc(NC(=O)[C@H](C)O)cc4)c4ccccc43)[C@H]2C)cc1
28	-2.1	COc1ccc(C2Sc3ccccc3N(CCN(C)C)C(=O)C2OC(C)=O)cc1 (stereo not drawn)
29	-6.6	C[C@H](CO)N1C[C@H](C)[C@@H](CN(C)C)Oc2ccc(NS(=O)(=O)c3cccs3)cc2CC1=O
30	5.6	Cc1noc(C)c1S(=O)(=O)Nc1cccc2c1O[C@@H](CN(C)S(=O)(=O)c1ccccc1)[C@@H](C)CN([C@H](C)CO)C2=O
31	-1.6	COc1ccc(NC(=O)N(C)C[C@H]2Oc3ccc(NC(=O)CCCCCC(=O)Nc4ccccc4N)cc3CC(=O)N([C@@H](C)CO)C[C@@H]2C)cc1
32	0.5	CCCC(O)C#Cc1cnc2c(c1)C(=O)N([C@H](C)CO)C[C@H](C)[C@H](CN(C)S(=O)(=O)c1ccc(F)cc1)O2 (stereo partly drawn)
33	0.5	C[C@@H]1CN([C@H](C)CO)S(=O)(=O)c2ccc(C3=CCCCC3)cc2O[C@H]1CN(C)S(C)(=O)=O
34	5.9	C[C@H](CO)N1C[C@H](C)[C@H](CN(C)Cc2ccc(-c3ccccc3)cc2)Oc2c(NC(=O)C3CCOCC3)cccc2C1=O
35	8.2	C[C@@H]1CN([C@H](C)CO)C(=O)c2cc(C3=CCCC3)cnc2O[C@H]1CN(C)Cc1cccc(F)c1
36	-1.5	C[C@H]1CN([C@@H](C)CO)C(=O)CCCn2cc(nn2)CO[C@@H]1CN(C)Cc1ccc2c(c1)OCCN2C
37	0.9	Cc1ccc(C(=O)Cn2c3c(sc2=N)CCCC3)cc1
38	-1.5	O=C(O)C[C@@H]1C=C[C@H](NC(=O)Nc2ccccc2)[C@H](CO)O1
39	5.4	CCCN(C)C[C@@H]1Oc2cc(-c3ccccc3OC)ccc2S(=O)(=O)N([C@@H](C)CO)C[C@@H]1C
40	-0.4	C[C@@H]1CN([C@H](C)CO)C(=O)c2cc(C#CCN(C)C)cnc2O[C@H]1CN(C)C(=O)CN1CCOCC1
41	-7.0	Cc1ccc(-c2cnc3c(c2)C(=O)N([C@@H](C)CO)C[C@H](C)[C@@H](CN(C)CC2CCCC2)O3)cc1
42	1.8	O=C(C[C@@H]1C[C@@H]2c3cc(NC(=O)C4CCOCC4)ccc3O[C@@H]2[C@@H](CO)O1)NCCN1CCCCC1
43	2.3	C[C@H](CO)N1C[C@H](C)[C@H](CN(C)C(=O)Nc2ccc(F)cc2)Oc2ccc(N(C)C)cc2C1=O
44	-4.2	Cc1ccc(S(=O)(=O)N(C)C[C@@H]2Oc3c(NC(=O)Nc4cccc5ccccc45)cccc3C(=O)N([C@@H](C)CO)C[C@H]2C)cc1
45	-10.0	C[C@@H]1CN([C@@H](C)CO)C(=O)Cc2cc(NS(=O)(=O)c3ccccc3)ccc2O[C@H]1CN(C)Cc1ccc(C(=O)Nc2ccccc2N)cc1
46	4.7	C=C1C(=O)O[C@@H]2[C@H]3C(=C)[C@@H](O[C@@H]4O[C@H](CO)[C@@H](OC(=O)/C=C/c5ccc(O)c(O)c5)[C@H](O)[C@H]4O)C[C@H]3C(=C)C[C@@H](O)[C@@H]12
47	-0.2	C/C=C/c1cnc2c(c1)C(=O)N([C@H](C)CO)C[C@H](C)[C@@H](CN(C)S(=O)(=O)c1cn(C)cn1)O2
48	-9.6	COc1ccc(C#Cc2ccc3c(c2)[C@]2(C(=O)N3)[C@H](c3ccc(O)cc3)N3[C@H](c4ccccc4)[C@H](c4ccccc4)OC(=O)[C@H]3[C@@H]2C(=O)N2CCN(c3ncccn3)CC2)cc1
49	-3.8	CC(C)NC(=O)Nc1ccc2c(c1)C(=O)N([C@H](C)CO)C[C@@H](C)[C@H](CN(C)S(=O)(=O)c1ccc(Cl)cc1)OCCCC[C@@H](C)O2
50	0.2	Cc1noc(C)c1S(=O)(=O)N(C)C[C@@H]1OCCCC[C@H](C)Oc2ccc(NS(C)(=O)=O)cc2C(=O)N([C@H](C)CO)C[C@@H]1C

(next part)
item	NSD2 block	mol
51	0.7	Cc1noc(C)c1S(=O)(=O)Nc1cccc2c1O[C@H](CN(C)C(=O)Nc1ccccc1)[C@H](C)CN([C@H](C)CO)C2=O
52	-5.8	CC(C)CC#Cc1cnc2c(c1)C(=O)N([C@@H](C)CO)C[C@@H](C)[C@H](CN(C)Cc1ccc(F)cc1)O2
53	18.2	COc1ccc(NC(=O)N(C)C[C@@H]2Oc3ccc(NC(=O)c4ccncc4)cc3CC(=O)N([C@H](C)CO)C[C@H]2C)cc1
54	11.9	C[C@H]1CN([C@@H](C)CO)C(=O)c2cc(C#CCc3ccccc3)cnc2O[C@@H]1CN(C)Cc1cccc(F)c1
55	-5.2	C[C@@H]1CN([C@@H](C)CO)C(=O)c2cc(-c3ccc(F)cc3)cnc2O[C@H]1CN(C)C(=O)Cc1ccccn1
56	6.8	C[C@@H]1CCCCO[C@H](CN(C)C(=O)CCC(F)(F)F)[C@H](C)CN([C@@H](C)CO)C(=O)c2cc(NS(=O)(=O)c3ccccc3)ccc2O1
57	-6.2	Cc1ccc(S(=O)(=O)C2(C(=O)N(C)C3CCCCC3)CC2)cc1
58	5.3	CCCNC(=O)N(C)C[C@H]1Oc2cc(Br)ccc2S(=O)(=O)N([C@H](C)CO)C[C@H]1C
59	-7.0	C/C(=C\CC[C@H](CO)[C@@H]1CC[C@]2(C)C3=C(CC[C@@]12C)[C@@]1(C)CCC(=O)C(C)(C)C1CC3)C(=O)O (stereo partly drawn)
60	0.3	Cc1cc(CSc2cc(C)c(Cl)cc2C)no1
61	3.0	CCCN(C)C[C@H]1Oc2cc(C#Cc3cccnc3)ccc2S(=O)(=O)N([C@H](C)CO)C[C@H]1C
62	-6.2	C/C=C/c1ccc2c(c1)O[C@@H](CN(C)C(=O)Nc1cccc(F)c1)[C@@H](C)CN([C@H](C)CO)S2(=O)=O
63	i	C[C@H](CO)N1C[C@H](C)[C@H](CN(C)S(=O)(=O)c2ccc(Cl)cc2)OCCCC[C@H](C)Oc2ccc(NS(=O)(=O)c3ccc(F)cc3)cc2C1=O
64	-2.6	COC(=O)c1cccc2oc3cc(CO)cc(O)c3c(=O)c12
65	-1.5	CCCC#Cc1cnc2c(c1)C(=O)N([C@@H](C)CO)C[C@H](C)[C@H](CN(C)Cc1ccccc1F)O2
66	-1.2	C[C@H](CO)N1C[C@H](C)[C@@H](CN(C)Cc2ccccc2)Oc2ccc(NC(=O)Cn3cnnn3)cc2CC1=O
67	0.8	Cc1noc(C)c1NC(=O)Nc1cccc2c1O[C@H](CN(C)Cc1ccc(Cl)c(Cl)c1)[C@@H](C)CN([C@H](C)CO)C2=O
68	2.8	C[C@H]1CN([C@@H](C)CO)C(=O)c2cccc(NS(=O)(=O)c3ccccc3)c2O[C@H]1CN(C)C
69	-0.1	C[C@H]1CN([C@@H](C)CO)C(=O)c2cc(NC(=O)Nc3ccc(F)cc3)ccc2O[C@@H]1CN(C)C
70	9.2	C[C@H]1CN([C@@H](C)CO)C(=O)c2cccc(NC(=O)CCCCCC(=O)Nc3ccccc3N)c2O[C@@H]1CN(C)Cc1ccc(Cl)c(Cl)c1
71	-1.9	Cc1ccc(OC(=O)N(C)C[C@H]2OCc3cn(nn3)CCCC(=O)N([C@@H](C)CO)C[C@@H]2C)cc1
72	2.1	Cc1ccc(S(=O)(=O)Nc2ccc3c(c2)C(=O)N([C@H](C)CO)C[C@H](C)[C@H](CN(C)C(=O)NC(C)C)O3)cc1
73	-2.3	COc1ccc(NC(=O)Nc2ccc3c(c2)C(=O)N([C@@H](C)CO)C[C@@H](C)[C@@H](CN(C)Cc2ccc(C(F)(F)F)cc2)OCCCC[C@H](C)O3)cc1
74	4.8	COc1ccc(S(=O)(=O)N(C)C[C@H]2Oc3ccc(NC(=O)c4ccncc4)cc3CC(=O)N([C@@H](C)CO)C[C@H]2C)cc1
75	5.0	COc1ccc(S(=O)(=O)Nc2ccc3c(c2)C(=O)N([C@@H](C)CO)C[C@@H](C)[C@@H](CN(C)S(=O)(=O)c2ccc(C)cc2)OCCCC[C@H](C)O3)cc1

Another view of 7 compounds above.
nr | canonical_smiles | NSD2 block
23 | O=C(O)CCCCCC(=O)N/N=C/CCC1CCCCC1 | 0.0
32 | CCCC(O)C#Cc1cnc2c(c1)C(=O)N([C@H](C)CO)C[C@H](C)[C@H](CN(C)S(=O)(=O)c1ccc(F)cc1)O2 (stereo partly drawn) | 0.5
69 | C[C@H]1CN([C@@H](C)CO)C(=O)c2cc(NC(=O)Nc3ccc(F)cc3)ccc2O[C@@H]1CN(C)C | -0.1
44 | Cc1ccc(S(=O)(=O)N(C)C[C@@H]2Oc3c(NC(=O)Nc4cccc5ccccc45)cccc3C(=O)N([C@@H](C)CO)C[C@H]2C)cc1 | -4.2
39 | CCCN(C)C[C@@H]1Oc2cc(-c3ccccc3OC)ccc2S(=O)(=O)N([C@@H](C)CO)C[C@@H]1C | 5.4
30 | Cc1noc(C)c1S(=O)(=O)Nc1cccc2c1O[C@@H](CN(C)S(=O)(=O)c1ccccc1)[C@@H](C)CN([C@H](C)CO)C2=O | 5.6
3 | O=C(CCCCCCC(=O)Nc1ccccc1O)N/N=C/c1cccc(C(=O)O)c1 | -4.9

Later entries.
item	NSD2 block	mol
76	0.1	CC(C)NC(=O)N(C)C[C@H]1Oc2ccc(NC(=O)c3ccncc3)cc2CC(=O)N([C@@H](C)CO)C[C@H]1C
77	-1.1	COc1ccccc1-c1cnc2c(c1)C(=O)N([C@H](C)CO)C[C@@H](C)[C@@H](CN(C)Cc1cccnc1)O2
78	1.9	COc1ccc(NC(=O)Nc2ccc3c(c2)[C@@H]2C[C@H](CC(=O)NCc4ccc(-c5ccccc5)cc4)O[C@@H](CO)[C@@H]2O3)cc1
79	-2.1	CCOC(=O)C12CC1/C(=N/O)c1ccccc1O2 (stereo not drawn)

From PubChem BioAssay
